PKA-R1A activ – activators of PKA-R1A holoenzyme, primary screen, biochemical, fluorescence polarization, Cy5-IP20, bovine R1A, mouse PKAc; hit rate 0.083% among 340,000; cAMP-dependent protein kinase type I-alpha regulatory subunit (Bos taurus) + …; AID 504707, 2011; PKA-R1A dissociation; scaled: DMSO 0%, 113 µM cGMP 100%; activation, % at 11.4 µM;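 active = percent activation above the mean of all tested compounds plus 3 SD, cut at about 19% in these data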;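 also: higher means more PKAc released from R1A so a rise in polarization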
HTR5A ag – HTR5A agonists in luminescence cell assay, primary screen, counter-screen for OPRM1-OPRD1 heterodimer agonist project, full-deck HTS. 5-hydroxytryptamine receptor 5A (Homo sapiens), P47898. cell-based. activation, % at 9.3 µM. hit rate 0.61% among 340,000. AID 504692, 2011; in the data active = activation mostly above about 9.5%, no sharp cut-off; inactive = mostly below about 7.6%;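 also: 0% = cells with vehicle only and 100% = reference agonist; strong numbers were not always called active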
AddAB inh – growth inhibition of E. coli expressing H. pylori AddAB, primary screen, AddAB inhibitor project, absorbance. inhibition, % at 11.9 µM. hit rate 0.29% among 330,000; in the data active = inhibition above about 12%;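 also: 0% = vehicle wells of infected cells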
Mot1-301 SUMO – yeast Mot1-301 growth rescue at high temperature, primary screen, SUMOylation pathway inhibitor project, S. cerevisiae, ATP luminescence, 38.5C. S. cerevisiae Mot1-301 growth rescue; percent above DMSO median, 100 means doubled. growth rescue, % at 18.8 µM. hit rate 1% among 320,000;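 active = every valid replicate shows activation above 250% relative to neutral control wells; inactive = the rest, any valid replicate at or below 250%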;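 also: OY570 slx delta 5 strain wells were the positive control but not used for scaling; some compounds called inactive have numbers as strong as hits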
PKA-R2B activ – activators of PKA-R2B holoenzyme, primary screen, biochemical, fluorescence polarization, Cy5-IP20, human | hit rate 0.079% among 340,000 | AID 504700, 2011 | PKA-R2B holoenzyme dissociation; R2B truncated from residue 108, S112A mutant; 0% DMSO only, 100% 113 µM cGMP | cAMP-dependent protein kinase catalytic subunit beta (Homo sapiens) + cAMP-dependent … | activation, % at 11.4 µM;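 active = activation above a cutoff set at the mean over all compounds plus 3 SD, cut at about 18% in these data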;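 also: higher means more holoenzyme dissociation and a rise in polarization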
Target sequence (P31323 whole entry, looked up, other chains not shown, the tested form may be a part): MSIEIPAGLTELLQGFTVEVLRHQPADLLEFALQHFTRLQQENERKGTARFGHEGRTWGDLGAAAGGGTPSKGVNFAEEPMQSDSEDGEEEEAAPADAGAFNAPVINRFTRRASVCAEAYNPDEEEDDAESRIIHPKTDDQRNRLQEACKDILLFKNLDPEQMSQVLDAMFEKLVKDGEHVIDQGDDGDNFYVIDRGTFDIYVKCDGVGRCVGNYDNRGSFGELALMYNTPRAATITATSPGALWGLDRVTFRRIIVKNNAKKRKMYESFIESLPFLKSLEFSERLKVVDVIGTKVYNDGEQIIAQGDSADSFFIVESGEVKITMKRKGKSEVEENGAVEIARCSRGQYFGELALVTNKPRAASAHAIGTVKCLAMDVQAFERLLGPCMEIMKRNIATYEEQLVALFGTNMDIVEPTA
phage Ecoli inh – growth loss of phage-infected E. coli, primary screen, RecBCD inhibitor project, absorbance, with phage, HTS; inhibition, % at 11.9 µM; hit rate 0.26% among 360,000; AID 651602, 2012; in the data active = inhibition above about 11%
CDK5 p35 inh – inhibitors of human CDK5/p35 kinase, primary screen, biochemical, single concentration. Cyclin-dependent kinase 5 (Homo sapiens) + Cyclin-dependent kinase 5 activator 1 (Homo …. Recombinant CDK5/p35, ADP-Glo luminescence, 60 min. inhibition, % at 10 µM. hit rate 0.01% among 330,000. AID 488839, 2010;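 active = highest replicate inhibition of at least 50% and at least 75% of replicates reaching 50%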;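 also: plate controls were DMSO neutral control for no effect and GW8510 at 10 µM for full effect; many of its hits are not listed in these tables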
Target sequence (Q00535 whole entry, looked up): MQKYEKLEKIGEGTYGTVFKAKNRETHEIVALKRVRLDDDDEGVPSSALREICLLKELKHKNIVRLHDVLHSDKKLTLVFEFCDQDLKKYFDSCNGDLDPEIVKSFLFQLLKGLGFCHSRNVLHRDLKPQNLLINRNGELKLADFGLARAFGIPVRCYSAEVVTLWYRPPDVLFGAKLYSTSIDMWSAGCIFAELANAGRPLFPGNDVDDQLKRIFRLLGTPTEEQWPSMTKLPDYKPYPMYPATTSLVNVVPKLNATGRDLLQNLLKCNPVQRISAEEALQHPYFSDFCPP
Target sequence (Q15078 whole entry, looked up): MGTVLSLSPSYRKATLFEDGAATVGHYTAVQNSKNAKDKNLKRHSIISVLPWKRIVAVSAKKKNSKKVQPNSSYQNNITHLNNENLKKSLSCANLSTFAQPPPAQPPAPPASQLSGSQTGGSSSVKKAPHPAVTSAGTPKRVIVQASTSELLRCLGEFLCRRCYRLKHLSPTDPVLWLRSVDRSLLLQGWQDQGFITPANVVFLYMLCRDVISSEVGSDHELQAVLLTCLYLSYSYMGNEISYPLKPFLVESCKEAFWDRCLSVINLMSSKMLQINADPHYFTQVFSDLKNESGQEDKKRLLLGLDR
Tat transport – E. coli Tat export inhibitors, primary screen, MC4100, TorA-mCherry reporter, fluorescence, single point; hit rate 0.036% among 340,000; inhibition, % at 10 µM; AID 488895, 2010;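 active = mean replicate inhibition at least 50% and at least half of replicates individually reaching 50%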;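 also: exported cargo escapes ClpAP degradation while cytoplasmic cargo is degraded and loses fluorescence; 0% = median of neutral control wells and 100% = median of NaSCN control wells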
HTR5A inv ctr – HTR5A inverse agonists in luminescence cell assay, primary screen, counter-screen for OPRM1-OPRD1 heterodimer inverse agonist project, full-deck HTS | hit rate 0.083% among 340,000 | AID 504634, 2011 | HTR5A cell line, inverse agonism | inhibition, % at 9.3 µM | 5-hydroxytryptamine receptor 5A (Homo sapiens), P47898; in the data active = inhibition mostly above about 23%, no sharp cut-off; inactive = mostly below about 18%;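 also: 0% = cells with DMSO and 100% = no-cell wells with DMSO; some compounds called inactive have numbers as strong as hits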
Ecoli viability – E. coli V3065 growth inhibition, primary screen, counter-screen for AddAB inhibitor project, absorbance, OD600; 18 h; inhibition, % at 11.9 µM; hit rate 0.27% among 330,000;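 active = inhibition above the campaign's mean inhibition across all tested compounds plus 3 SD, cut at about 9.9% in these data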;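 also: uninfected addAB+ strain grown without phage in ampicillin broth; 0% = DMSO wells and 100% = ciprofloxacin 0.95 µg/ml wells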
DAGLB inhibitor – DAGLB lipase inhibitors, primary screen, biochemical, fluorescence, HTS. Diacylglycerol lipase-beta (Homo sapiens), Q8NCG7. HEK293T DAGLB membrane lysate, EnzChek fluorogenic substrate. inhibition, % at 5.17 µM. hit rate 0.059% among 340,000; in the data active = inhibition above about 34%;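 also: 0% = enzyme with vehicle and 100% = wells lacking enzyme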
The depositor's hits bear a star; x = not tested or not shown; + = active, no number.

SMILES	PKA-R1A activ	HTR5A ag	AddAB inh	Mot1-301 SUMO	PKA-R2B activ	phage Ecoli inh	CDK5 p35 inh	Tat transport	HTR5A inv ctr	Ecoli viability	DAGLB inhibitor
COc1ccccc1NC(=O)CSc1nnc(CSc2nc(C)cc(C)n2)o1	5	13	3.5	200	8	3.3	0.7	1	5	0.4	-2
CCOC(=O)C1CCN(C(=O)c2ccc(N3CCOCC3)c([N+](=O)[O-])c2)CC1	9	-5	-1.1	-2	1	1.3	-1.2	-8	19	-3.2	4
CN(C)C=Nc1ccc2nn(-c3ccccc3)nc2c1	7	1	1.3	-3	-1	-0.3	-0.9	-4	16	-1.3	-3
COc1cc(C2C(c3ccccc3)C(c3cc(OC)cc(=O)o3)C2c2ccccc2)oc(=O)c1 (stereo unspecified)	1	4	x	x	-5	1.8	0.5	-3	24	x	-1
COc1ccc(N(CC(=O)NCCC2=CCCCC2)S(C)(=O)=O)cc1OC	-3	4	0.3	-11	-2	0.9	1.3	-7	18	-1.2	0
Cc1ccc(CNC(=O)C2CCCN(S(=O)(=O)N3CC(C)CC(C)C3)C2)cc1 (stereo unspecified)	-6	4	1.5	22	3	-0.5	1.1	0	-15	0.7	-4
COC(=O)C1(Cc2cc(-c3ccccc3)no2)CCN(C(=O)OC(C)(C)C)CC1	4	2	1.6	+	-2	2.5	2.8	3	-7	-0.3	-4
COc1ccc(CN(C)C(C)C(=O)Nc2cccc3ccccc23)cc1 (stereo unspecified)	3	9	2.6	21	-5	0.1	-4.9	4	-5	-1.1	-13
CC(C(=O)Nc1ccc(S(=O)(=O)N2CCOCC2)cc1)N1C(=O)C2CC=CCC2C1=O (stereo unspecified)	1	8	-2.1	3	1	4.6	-0.7	-5	10	-0.1	-1
CC1(O)CC2CC1C(C(=O)O)C2C(=O)O (stereo unspecified)	8	-2	x	x	5	2.5	-1.1	-5	9	x	-3
O=c1nc(N/N=C/C=C/c2ccccc2)cn[nH]1	-4	5	-2.6	-5	-2	2.8	0.2	1	33	-3.0	4
O=C(CCNS(=O)(=O)c1cccc2nsnc12)NCc1ccccc1Cl	0	2	-2.0	-5	1	3.5	-0.1	0	-11	1.4	-2
COc1cc(S(=O)(=O)N2CCCCCC2)c(OC)cc1Br	2	-7	1.2	-5	11	2.7	-0.5	7	17	-0.5	-5
CC(C)(C)NCc1cc(Cl)ccc1OCc1cccs1	-6	-4	0.2	-6	-12	3.8	0.8	-1	-10	-2.4	5
O=C(O)c1cccc2c1-c1ccc([N+](=O)[O-])cc1C2=O	-2	1	x	x	-6	1.2	-1.4	-11	-4	x	-3
Cn1nc(OCc2ccccc2)ccc1=O	-3	0	0.8	3	-4	1.1	-1.7	-4	-16	-3.5	0
CC(=O)NC(=O)c1cnn(-c2ccccc2)c1N	1	-5	-0.2	-12	-2	3.3	0.2	-3	-9	-1.1	-1
COc1ccc(Nc2nnc(SCC(=O)c3cc4ccccc4o3)s2)cc1	-14	0	-0.3	15	-8	-1.5	1.1	-8	-1	-0.4	1
Cc1cccc(OCCCC(=O)Nc2ccc(S(N)(=O)=O)cc2)c1	-3	1	2.6	-11	-8	5.6	1.2	7	-1	0.1	-2
Cn1c(=O)c2c(nc(N/N=C/c3ccco3)n2C)n(C)c1=O	2	-1	-2.5	25	1	2.7	-0.3	-7	12	-3.1	-2
COc1cccc(C(=O)N(Cc2nc(-c3ccc(C)cc3)no2)C(C)C)c1	-18	-1	3.0	-1	-9	1.4	2.2	0	9	0.7	-7
Cc1ccc(N2C(=O)C3CCCN3C2=S)cc1 (stereo unspecified)	1	-3	1.0	231	2	1.5	1.8	-16	10	-2.1	-3
O=C(Nc1ccc(N2CCCC2)cc1)c1ccc(Cl)cc1Cl	-4	6	0.0	-10	4	0.0	-1.0	-4	-22	-5.5	1
O=C(CN1C(=O)CC(c2ccco2)Sc2ccccc21)Nc1ccccc1F (stereo unspecified)	5	2	1.3	-7	-6	2.1	-2.6	6	-5	-2.8	3
O=C(CC1C(=O)NCCN1Cc1ccc(Cl)c(F)c1)NC1CCCCC1 (stereo unspecified)	3	-1	1.6	-15	7	2.9	-2.8	-2	11	0.5	3
O=C(NCc1n[nH]c(=S)n1-c1ccc(F)cc1)c1ccco1	-4	5	2.0	1	9	-2.1	1.1	-5	3	-1.0	-4
Cc1ccc(C2=N/C(=C\c3ccc(OS(=O)(=O)c4ccc(C)cc4)cc3)C(=O)O2)cc1	-4	1	3.7	62	4	1.7	-0.8	4	0	-0.5	6
O=C(CCCN1C(=O)/C(=C/c2ccccc2)SC1=S)NCCCn1ccnc1	11	5	2.6	0	0	-1.1	x	-2	-17	-2.4	0
CCC(CC)c1nnc(NC(=O)c2cc([N+](=O)[O-])ccc2N2CCOCC2)s1	-5	3	0.8	-6	-14	1.9	-1.2	-8	-4	3.3	-9
COc1ccc(N(CC(=O)NC(C)C)C(=O)CCC(=O)Nc2ccccn2)cc1	-6	7	-1.2	295	-6	-1.2	-8.5	4	-21	2.0	-2
COC(=O)[C@]1(Cc2ccccc2)N[C@H](CN(C)C(=O)Nc2ccccc2)[C@@H]2C(=O)N(C)C(=O)[C@@H]21	-2	5	3.9	3	3	2.5	-1.1	-2	-18	1.6	0
CCN1CCN(C(=O)c2ccc(Cl)c(S(=O)(=O)N3CCCCCC3)c2)CC1	2	-6	2.2	-14	1	4.3	-1.4	-2	15	0.4	0
COc1ccc(N2CC(C(=O)NNC(=O)c3ccc(Br)cc3)CC2=O)c(OC)c1 (stereo unspecified)	0	4	-1.4	-11	-5	0.2	3.1	-2	7	-0.3	0
Cc1ccn2cc(-c3ccc(NC(=O)c4ccco4)cc3)nc2c1	-9	3	3.0	8	-3	1.2	x	4	-9	-2.9	0
O=C(N/N=C/c1ccccn1)c1cccc([N+](=O)[O-])c1	6	-11	3.1	18	2	3.0	-0.9	-1	-12	-0.2	-1
Cc1cccc(Nc2nnc(-c3ccc(N4CCOCC4)c([N+](=O)[O-])c3)c3ccccc23)c1	-7	1	1.7	9	-10	1.2	-0.9	9	-3	-1.4	10
O=C(COc1ccc2c3c(c(=O)oc2c1)CCC3)Nc1ccccn1	1	5	3.0	-16	9	0.4	-0.6	5	-18	-0.8	-2
CCOC(=O)[C@@H]1[C@H]2COc3cc(OC)ccc3[C@H]2N2C(=O)N(c3ccc(F)cc3)C(=O)[C@@]12C	0	0	2.1	-11	5	0.8	-0.7	2	1	0.0	-3
CC(=O)Nc1ccc(S(=O)(=O)Nc2c(NC3CCCCC3)c3ccccc3oc2=O)cc1	-12	-2	2.5	-8	-1	1.4	-1.5	-1	-16	-2.5	2
Cc1cc(=O)oc2cc(Oc3ccc(C(N)=O)cc3[N+](=O)[O-])ccc12	-4	2	2.7	-17	-1	-1.9	0.5	3	12	1.4	2
CCOC(=O)N1CCN(S(=O)(=O)c2cc(Br)cnc2N)CC1	-4	-4	2.0	-15	8	1.6	1.2	7	-7	0.3	-4
CC1(C)Cc2c(c(N3CCOCC3)nc3sc(C(=O)Nc4cccc(Cl)c4)c(N)c23)CO1	-2	-2	0.9	1	-1	1.8	-0.6	-6	7	0.0	4
Fc1ccc(-c2c[nH]c(=S)n2Cc2ccccc2)cc1	5	0	2.6	784	-4	2.3	4.8	-4	-39	0.8	1
CCN1C(=O)c2cccc3c(S(=O)(=O)Nc4ccc(O)c(C(=O)O)c4)ccc1c23	-9	2	2.8	-10	-7	0.9	-3.7	9	-6	1.8	5
COc1ccc(C(c2sc3nc(C)nn3c2O)N2CCN(Cc3ccccc3)CC2)cc1OC (stereo unspecified)	1	2	-0.8	158	10	2.2	-0.4	-9	-2	1.7	3
Oc1ccccc1C=NN=Cc1c(O)ccc2ccccc12	4	0	x	x	-5	1.7	2.0	7	-1	x	-4
O=C(OCC(=O)N1CCOCC1)c1cnc(Cl)c(Cl)c1	8	-4	0.3	x	-13	2.3	-0.3	7	-2	-2.5	-1
Cc1cc(C(=O)Nc2ccc(S(=O)(=O)Nc3nccs3)cc2)c(C)o1	3	-1	0.0	-3	2	2.9	-0.7	-4	-17	0.7	0
COc1ccc(CCC(=O)N2CCN(c3ccccc3)CC2)cc1OC	2	-2	0.8	-10	-3	-1.9	-0.1	-8	-7	1.1	-2
COc1cccc(CNC(=O)CSc2cc(=O)n(C)c3ccccc23)c1	2	-1	5.5	-16	-6	4.2	-1.1	-10	-5	0.2	1

Additional structures:
SMILES	PKA-R1A activ	HTR5A ag	AddAB inh	Mot1-301 SUMO	PKA-R2B activ	phage Ecoli inh	CDK5 p35 inh	Tat transport	HTR5A inv ctr	Ecoli viability	DAGLB inhibitor
CC(C)[C@H](NC(=O)N1CCn2c1nc1ccccc12)C(=O)NCc1ccccc1Cl	-1	x	-1.9	-1	-10	1.4	1.4	8	x	-0.2	-2
Cc1ccc(C(=O)CCC(=O)NC2=NCCS2)cc1	-16	3	1.1	12	-1	1.3	-4.5	3	-8	0.2	1
COC(C[C@@H](O)[C@H](C)[C@H](O)COCc1ccccc1)OC	10	2	x	x	1	4.8	-0.2	1	-7	x	-1
CCc1ccc(-c2nc(CN3CCC(C(=O)NCc4ccccc4OC)CC3)c(C)o2)cc1	0	-4	-0.7	18	-11	3.5	2.1	8	10	-1.4	4
COc1ccc(C(=O)COC(=O)c2cncc(Br)c2)cc1	8	3	1.3	14	5	4.1	2.4	2	-9	-1.9	-2
CCOc1ccc(Oc2nc(N(CC)CC)nc(N3CCOCC3)n2)nn1	-4	-1	0.2	4	-8	4.0	-0.9	-5	2	-4.2	-2
CC(=O)c1sc(NC(=O)c2cnc(Cl)c(Cl)c2)nc1C	0	9	5.3	-1	0	0.1	10	-1	-21	1.9	2
CCOc1ccc(N(C(=O)CNC(=O)c2cccs2)C(C(=O)NCC2CCCO2)c2ccc(OC)c(OC)c2)cc1 (stereo unspecified)	-17	-4	-2.1	1	-2	3.7	3.5	11	10	-1.6	-3
O=C(C=CC(=O)OC1CCCCC1)OC1CCCCC1	3	-2	x	x	4	0.1	-1.1	-6	6	x	-9
COc1ccc(O)c(C(=O)c2cc(C#N)c(=O)n(Cc3ccccc3)c2)c1	-6	9	1.7	0	-3	3.0	4.0	-4	-26	-0.4	-2
O=[n+]1c2c(n([O-])c3ccccc31)CCC2	-3	-1	4.6	0	0	x	1.2	1	-5	2.7	1
CC(NC(=O)c1ccc2nc[nH]c2c1)c1ccccc1 (stereo unspecified)	-4	-4	-1.0	-21	8	1.4	0.1	-9	7	-0.8	0

Source: PubChem BioAssay (several laboratories)
